EPAC2 agonist = EPAC2 (human) agonism | Q8WZA2 | EPAC2 activation, biochemical qHTS; response scale: 100% = 6.5 mM cAMP response | Potency, µM (titrated, usually from 154 µM), inactives show at the top dose activation, most hits filed as activators | 0.079% of 360,000 active | AID 720711; further: potency means the concentration at half of the fitted maximal effect; nearly all actives have a fitted effect of over 50% in size
Target sequence (Q8WZA2 whole entry, looked up): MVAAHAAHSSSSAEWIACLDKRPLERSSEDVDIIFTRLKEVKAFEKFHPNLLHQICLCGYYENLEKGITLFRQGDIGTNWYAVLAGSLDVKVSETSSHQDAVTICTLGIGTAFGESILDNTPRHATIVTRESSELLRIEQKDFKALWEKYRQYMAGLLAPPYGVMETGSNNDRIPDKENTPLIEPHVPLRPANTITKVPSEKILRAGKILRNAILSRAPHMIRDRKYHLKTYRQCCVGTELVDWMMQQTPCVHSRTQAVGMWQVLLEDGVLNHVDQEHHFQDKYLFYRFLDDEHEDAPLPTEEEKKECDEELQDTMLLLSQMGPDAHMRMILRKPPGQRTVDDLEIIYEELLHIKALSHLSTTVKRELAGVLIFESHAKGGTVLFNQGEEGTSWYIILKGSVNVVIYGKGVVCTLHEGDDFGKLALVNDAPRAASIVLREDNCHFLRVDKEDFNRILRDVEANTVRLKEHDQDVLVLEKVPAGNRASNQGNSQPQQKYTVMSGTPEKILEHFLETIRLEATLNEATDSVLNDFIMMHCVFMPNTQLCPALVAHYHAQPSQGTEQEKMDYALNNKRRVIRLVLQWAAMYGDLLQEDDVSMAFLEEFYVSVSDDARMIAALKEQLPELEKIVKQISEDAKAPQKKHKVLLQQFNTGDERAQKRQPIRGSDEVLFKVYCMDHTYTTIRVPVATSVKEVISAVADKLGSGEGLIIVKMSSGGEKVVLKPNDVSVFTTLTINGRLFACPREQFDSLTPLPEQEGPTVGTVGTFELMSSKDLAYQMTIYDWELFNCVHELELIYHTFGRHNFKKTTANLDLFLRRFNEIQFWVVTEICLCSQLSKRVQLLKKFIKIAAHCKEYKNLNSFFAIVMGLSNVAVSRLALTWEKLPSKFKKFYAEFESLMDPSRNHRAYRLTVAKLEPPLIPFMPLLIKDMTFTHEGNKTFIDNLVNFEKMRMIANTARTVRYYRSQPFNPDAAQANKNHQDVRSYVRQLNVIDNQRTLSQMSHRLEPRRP
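Setup: EPAC2 100 nM, labeled Rap1B complex 250 nM, free GDP 50 uM. Compound titrations pinned in, brief spin, 5 min room temperature incubation. Kinetic fluorescence read over 30 min, normalized to 6.5 mM cAMP.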
CCT chaperon mod = modulators of cytosolic chaperonin (CCT/TRiC) activity. purified chaperonin ATPase assay, HTRF ADP detection, 30 min. activity change, % (test concentration not listed), hits read low. 0.3% of 360,000 active; in the data active means activity change below about -30%; further: on the % scale 0 is the no-effect control and ±100 the full control effect
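Nucleotide hydrolysis assay: TRiC at 20–40 nM final (set by batch activity) with 10 uM ATP, 30 min at 37 °C, in presence of 76 uM compound. Detection by competitive ADP HTRF, 30 min ambient.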
Mm-Cpn inhibitor = M. maripaludis TRiC chaperonin inhibition | AID 504842 | 0.031% of 330,000 active | Potency, µM (titrated, usually from 76.9 µM), for the others: at the highest dose activity, negative = inhibition, hits mostly inhibitors | purified Mm-Cpn ATPase, ADP Transcreener TR-FRET; further: potency means the concentration at half of the fitted maximal effect; on the % scale 0 is the no-effect control and ±100 the full control effect; nearly all actives have a fitted effect of over 80% in size
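Reaction buffer contained 30 mM Tris pH 7.4, 100 mM KCl, 5 mM MgCl2 and 1 mM DTT. Mm-CPN (25 nM final) hydrolysed 10 uM ATP over 30 min at 37°C; ADP was read by HTRF.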
Nrf2 activator = activates Nrf2 signaling. AREc32 ARE-luciferase reporter (MCF7-derived line), luminescence, 24 h. Potency, µM (highest dose often 46.1 µM), for inactives: at the top dose activation, most hits filed as activators. 0.31% of 410,000 active. AID 624171; further: potency means the concentration at half of the fitted maximal effect; % of control where 0% means no effect; nearly all actives have a fitted effect of over 65% in size
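Luciferase luminescence (Steady-Glo, 30 min at room temperature) served as the read-out of ARE activation in AREc32 cells treated with compounds for 24 hr at 37 deg C.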
pAkt inh = Akt phosphorylation inhibition; 0.32% of 360,000 active; activity change, % for hits at 50 µM; Neuro2A IGF-stimulated pAkt S473 HTRF, 20 min; stronger effect = lower value; in the data active means activity change below about -80%; inconclusive means mostly about -51% to -80%; further: on the % scale 0 is the no-effect control and ±100 the full control effect
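Neuro2A cells in DMEM with 0.5% FBS, overnight at 37 deg C, given compound at single 50 µM final, then IGF (6 nM final) for 20 min at 37 deg C. Lysed; phospho-Akt Ser473 by HTRF after 24 h, 665/615 ratio.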
EPAC2 antagonist = EPAC2 (human) antagonism. EPAC2 GEF exchange of Rap1B-BODIPY-GDP, fluorescence. Q8WZA2. Potency, µM (top dose mostly 114 µM), for the others: at the top dose activity, negative = inhibition, hits mostly inhibitors. AID 720708. 0.18% of 360,000 active; further: potency means the concentration at half of the fitted maximal effect; on the % scale 0 is the no-effect control and ±100 the full control effect; nearly all actives have a fitted effect of over 45% in size; many of its hits are not listed in these tables
TGFb inhibitor = inhibitors of TGF-b signaling; HepG2 CAGA-GFP TGF-b/SMAD3 reporter, GFP fluorescence, 18 h; TGF-beta stimulated, 500 pg/mL final; Potency, µM (titrated, usually from 46.1 µM), for inactives: at the highest dose activity, negative = inhibition, most hits filed as inhibitors; 1.2% of 410,000 active; AID 588855; further: potency means the concentration at half of the fitted maximal effect; on the % scale 0 is the no-effect control and ±100 the full control effect; nearly all actives have a fitted effect of over 65% in size
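HEPG2 CAGA-GFP cells (1000/well, DMEM with 1% FBS) were pre-incubated 2 h at 37 degrees C, given compound by pin tool, then stimulated with TGF-beta at 500 pg/mL final for 18 h before per-cell GFP fluorescence imaging.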
Nrf2 block = inhibitors of Nrf2 signaling; A549 ARE-Fluc reporter, luciferase luminescence, 18-24 h; Potency, µM (top dose mostly 46 µM), without a hit: at the top dose activity change, negative = inhibition, most hits filed as inhibitors; 2.1% of 360,000 active; further: potency means the concentration at half of the fitted maximal effect; on the % scale 0 is the no-effect control and ±100 the full control effect; nearly all actives have a fitted effect of over 60% in size
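In this cell-based qHTS, ARE-driven firefly luciferase in A549 cells reports Nrf2 activity; the luminescent signal after BugLite lysis is the measured value, with a prior CellTiter-Fluor read for cell health.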
A549 viability = kills or reduces viability of A549 cells in Nrf2 counter-screen; 0.16% of 390,000 active; AID 504648; Potency, µM (highest dose often 46 µM), for the others: at the top dose activity change, negative = cytotoxicity, actives largely listed as inhibitors; A549 ARE-Fluc cells, CellTiter-Fluor viability, 18-24 h; further: potency means the concentration at half of the fitted maximal effect; on the % scale 0 is the no-effect control and ±100 the full control effect
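Cytotoxicity counterscreen: CellTiter-Fluor fluorescence was measured in A549 ARE_Fluc cells after 18-24 h of compound exposure in a concentration series. The subsequent BugLite luminescent read reports ARE-luciferase activity.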
An asterisk follows results filed as active; i = inactive; ? = inconclusive; . = not tested or not shown; & = joins results of further samples; [ ] = another dose, or the depositor's remark. Unless noted, the call rests on the fitted dose curve; in most records, active means well fitted curve in the direction sought with a large enough effect; inconclusive means small, poorly fitted or top-dose-only effect, or another doubt; inactive means no such curve, though single readings can be large; an effect the other way counts as inactive or inconclusive. Only part of the results is shown. The share of hits here may be higher or lower than overall.

SMILES	EPAC2 agonist	CCT chaperon mod	Mm-Cpn inhibitor	Nrf2 activator	pAkt inh	EPAC2 antagonist	TGFb inhibitor	Nrf2 block	A549 viability
O=C(O)c1cnn2c1C(=O)N(Cc1cccs1)CC2	15%	-3.1	1%	-0.8%	i	13%	-26%	0%	-5%
Cc1sc2ncnc(N[C@@H](CCC(=O)O)C(=O)O)c2c1C	2%	-3.3	0%	-0.6%	i	-2%	16%	6%	-1%
CCOC(=O)N1CCN(C2CCCN(C(=O)c3ccccc3C(F)(F)F)C2)CC1 (centres undefined)	8%	0.6	-3%	1.9%	i	6%	18%	21%	-9%
CCOc1ccc(CNC(=O)C2CCCN(c3nnc(C)c4c(C)n(-c5ccccc5)nc34)C2)cc1 (centres undefined)	-11%	-1.2	4%	3.0%&5.9%	i	1%	?	?	?
Cc1ccc(NC(=O)CSc2nnc(-c3ccco3)o2)c(C)c1	5%	-1.1	2%	5.9%	i	1%	-3%	-2%	1%
CC1=Nc2cc(C(=O)NCCc3ccccc3)ccc2Sc2c(C)ccc(C)c21	.	.	.	-0.3%	.	.	6.3µM*	-22%	?
Cc1nnc(NC(=O)CSc2nnc(Cc3cccn3C)n2-c2ccccc2)s1	0%	-1.2	1%	2.2%	i	1%	-14%	9%	-1%
Cc1ccc(C(=O)Nc2cccnc2)cc1S(=O)(=O)N1CCOCC1	5%	0.6	-1%	-0.5%	i	2%	2%	?	1%
CCOC(=O)c1c(NC(=O)c2cc(-c3cccc(O)c3)on2)sc(C(C)=O)c1C	-3%	0.0	-7%	-0.6%	i	-2%	1%	-1%	-1%
Cc1cc(NC2CCCC2)n2ncc(-c3ccccc3)c2n1	15%	-1.5	-5%	-1.3%	i	-2%	80%[activator]	?	0%
COc1ccc(N2CCN(C(=O)Cc3ncc(C(F)(F)F)cc3Cl)CC2)cc1	9%	0.2	0%	-0.9%	i	-3%[57.1 µM]	-7%	-24%	-4%
COc1ccc(CC(=O)OC(C)CN2CCCC2)cc1 (centres undefined)	9%	-1.5	-4%	-0.4%	i	-3%	14%	-2%	5%

Arranged by number of heavy atoms (lowest first): part of the list above.
SMILES	EPAC2 agonist	CCT chaperon mod	Mm-Cpn inhibitor	Nrf2 activator	pAkt inh	EPAC2 antagonist	TGFb inhibitor	Nrf2 block	A549 viability
O=C(O)c1cnn2c1C(=O)N(Cc1cccs1)CC2	15%	-3.1	1%	-0.8%	i	13%	-26%	0%	-5%
Cc1ccc(NC(=O)CSc2nnc(-c3ccco3)o2)c(C)c1	5%	-1.1	2%	5.9%	i	1%	-3%	-2%	1%
CCOC(=O)c1c(NC(=O)c2cc(-c3cccc(O)c3)on2)sc(C(C)=O)c1C	-3%	0.0	-7%	-0.6%	i	-2%	1%	-1%	-1%

More records
SMILES	EPAC2 agonist	CCT chaperon mod	Mm-Cpn inhibitor	Nrf2 activator	pAkt inh	EPAC2 antagonist	TGFb inhibitor	Nrf2 block	A549 viability
Cc1ccccc1C(=O)NC(=S)Nc1sc2c(c1C#N)CCC(C)C2 (centres undefined)	8%	-1.5	-6%	-0.5%	i	-3%	-25%	-23%	-20%
Cc1cc(C(=O)COC(=O)c2nn(C)c(=O)c3ccccc23)c(C)n1C	-5%	0.6	.	5.1%	i	3%	-2%	11%	0%
CCc1nc2ccccc2n1CC(=O)NC1CCS(=O)(=O)C1 (centres undefined)	1%	-1.0	1%	-0.6%	i	-1%	14%	-2%	1%
CN(CCCNC(=O)C1CCC(CNS(=O)(=O)c2ccccc2)CC1)Cc1ccccc1 (centres undefined)	6%	0.6	2%	0.7%	.	-1%	-1%	8%	-2%
C#CCOCCOCCOCCNc1nc(N2CCN(C(=O)Cn3cc(CCO)nn3)CC2)nc(N2CCN(C(=O)[C@H]([C@@H](C)CC)n3cc(CCCCN)nn3)CC2)n1	16%	0.0	.	-0.1%	i	-1%	1%	1%	3%
c1ccc(-c2cc3c(N4CCN(c5ccccc5)CC4)ncnc3s2)cc1	15%	0.5	-16%	6.2%	i	4%	?	?	-12%
CC1Cc2ccccc2N1S(=O)(=O)c1nnc(NC(=O)c2cccc(F)c2)s1 (centres undefined)	.	.	.	1.1%	.	.	?	-8%	-9%
CCOC(=O)N1CCN(CC(=O)Nc2c(C(=O)OC)[nH]c3cc(C)ccc23)CC1	3%	-0.7	0%	6.2%	i	10%	0%	-13%	-11%
CC(C)=CCCC(C)CN1CCC(N2CCC(C(=O)N3CCCC3)CC2)CC1 (centres undefined)	5%	0.7	2%	4.5%	i	7%	-10%	?	-19%
CCOCCn1c(=O)c2c(nc3n2CC(C)CN3CCc2ccccc2)n(C)c1=O (centres undefined)	-4%	-0.4	-1%	-0.8%	i	7%	-1%	-9%	5%
O=C(Oc1coc(CSc2ncccn2)cc1=O)c1ccco1	5%	0.1	5%	0.3%	i	-6%	-16%	5%	0%
CC(C)CCNC(=O)C(C)N(Cc1ccc(F)cc1)C(=O)c1ccc(CN2CCCCC2)o1 (centres undefined)	2%	-0.5	-1%	0.1%	i	11%	15%	3%	-10%

Compounds above that have a furan ring, fused or not:
SMILES	EPAC2 agonist	CCT chaperon mod	Mm-Cpn inhibitor	Nrf2 activator	pAkt inh	EPAC2 antagonist	TGFb inhibitor	Nrf2 block	A549 viability
Cc1ccc(NC(=O)CSc2nnc(-c3ccco3)o2)c(C)c1	5%	-1.1	2%	5.9%	i	1%	-3%	-2%	1%
O=C(Oc1coc(CSc2ncccn2)cc1=O)c1ccco1	5%	0.1	5%	0.3%	i	-6%	-16%	5%	0%
CC(C)CCNC(=O)C(C)N(Cc1ccc(F)cc1)C(=O)c1ccc(CN2CCCCC2)o1 (centres undefined)	2%	-0.5	-1%	0.1%	i	11%	15%	3%	-10%

(further entries)
SMILES	EPAC2 agonist	CCT chaperon mod	Mm-Cpn inhibitor	Nrf2 activator	pAkt inh	EPAC2 antagonist	TGFb inhibitor	Nrf2 block	A549 viability
CCCCNC(=O)N(C)c1nc2ccccc2s1	7%	-6.1	2%	3.1%	i	-1%	?	?	-1%
Cc1cc(C)c2nc(N(CCCN(C)C)C(=O)c3ccc(S(=O)(=O)N4CC(C)OC(C)C4)cc3)sc2c1 (centres undefined)	-1%	-0.8	1%	0.4%	i	5%	11%	0%	3%
Cc1cc(N2C(=O)c3ccc(C(=O)Nc4ccc(O)cc4C(=O)O)cc3C2=O)no1	-5%	-0.1	1%	-0.4%	i	-10%	-1%	2%	-1%
CC(c1n[nH]c(=S)n1-c1ccc(Cl)cc1)N(C)C (centres undefined)	-7%	-3.6	3%	2.9%	i	11%	-9%	?	7%
CC(C)Cn1c2c(c(O)c(C(=O)Nc3nc4ccccc4s3)c1=O)CCCC2	5%	-0.8	-2%	0.1%	i	7%	-3%	0%	-6%
O=C(CSc1nnnn1-c1ccc(O)cc1)NC1CCCCC1	7%	-1.4	-1%	0.2%	i	-3%	9%	4%	-5%
COc1ccc(CC(=O)N2N=C(c3ccncc3)CC2(O)C(F)(F)F)cc1 (centres undefined)	8%	-1.8	1%	-0.4%	i	-13%[57.1 µM]	0%	10%	6%
COc1ccc(N2CCN(C(=O)c3ccc(CS(=O)(=O)c4ccc(OC)cc4)o3)CC2)cc1	4%	-0.4	1%	0.0%	i	-3%	-26%	-5%	6%
Cc1c(C(=O)Nc2ccc3c(c2)CCC3)cccc1[N+](=O)[O-]	9%	-0.4	?	3.6%	i	1%	3%	?	-6%
CCOc1ccc2nc(C(=O)N3CCCC(C)C3)sc2c1 (centres undefined)	-12%	1.0	0%	-0.5%	i	3%	4%	?	-1%
COCCNC(=O)/C(C#N)=C\c1ccc(CNS(=O)(=O)c2ccc(C)cc2)o1	1%	-1.0	-3%	-0.4%	i	6%	-10%	-2%	-2%
CC1CCN(c2ccc(-c3nc(-c4ccccc4)no3)cc2[N+](=O)[O-])CC1	.	.	.	-0.5%	.	.	5%	?	?
Cc1c(NC(=O)Nc2ccccc2C(F)(F)F)c(=O)n(-c2ccccc2)n1C	-3%	-2.6	-1%	-0.7%&-0.4%	i	-5%	0%&-1%	11%&14%	0%&6%
COc1ccc(-c2nc(-c3ccc4c(c3)OCO4)[nH]c2-c2ccc(OC)cc2)cc1	5%	-9.3	-4%	0.7%	i	-1%	-4%	26µM*	?
O=C(Nc1ccccc1C(F)(F)F)c1cc(-c2cccc(O)c2)on1	6%	-0.8	-1%	1.8%	i	-4%	2%	13%	?
Cc1cc(C(F)F)n2ncc(C(=O)NCCc3ccc(Cl)cc3)c2n1	0%	-1.4	0%	-0.5%	i	-5%	-1%	-28%	-8%

Source: PubChem BioAssay (National Center for Advancing Translational Sciences (NCATS))
